# H37Rv inhibition: M. tuberculosis growth inhibition, HTS (AID 449762) | inhibition, % at 25 µM, or IC50 in µM where a hit was titrated | 330,000 tested, 0.59% active | M. tuberculosis H37Rv growth inhibition, 7H9 media; higher % means a stronger effect; in the data active = a potency from the dose series; inconclusive = inhibition above about 70% without an active follow-up result;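 also: bacterial growth assessed after seven days of incubation; strong numbers were not always called active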
# influenza NS1A: NS1A inhibition, H1N1 influenza, cell based functional assay (AID 504329); inhibition, % at 12.5 µM; hits with a dose series show IC50 in µM; NS1A functional cell-based assay, percent inhibition; higher % means a stronger effect; 340,000 tested, 0.3% active; in the data active = a potency from the dose series; inconclusive = inhibition above about 27% without an active follow-up result; also: strong numbers were not always called active
# M. tuberculosis: growth inhibition of non-replicating M. tuberculosis (AID 488890); Mycobacterium tuberculosis non-replicating, growth inhibition; higher % means a stronger effect; inhibition, % at 25 µM; hits with a dose series show IC50 in µM; 320,000 tested, 0.39% active; in the data active = a potency from the dose series; inconclusive = inhibition mostly from about 82% at the one dose, without a potency; inactive = the rest, 99 in 100 with inhibition below about 76%;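 also: plate controls were DMSO cells for no effect and high antibiotic wells for full effect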
# Salmonella PhoP GFP: PhoP regulon inhibitors, Salmonella typhi PhoP promoter GFP reporter, confirmatory (AID 1850); 310,000 tested, 0.33% active; Salmonella Typhi PhoP-promoter GFP reporter, fluorescence, 4 h; higher % means a stronger effect; inhibition, % at 50 µM, or IC50 in µM where a hit was titrated; in the data active = a potency from the dose series; inconclusive = inhibition mostly from about 25% at the one dose, without a potency; inactive = the rest, 99 in 100 with inhibition below about 19%;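 also: 0% = induced wells with vehicle and 100% = uninduced wells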
# VEEV TC-83 Vero: inhibitors of VEEV TC-83 cytopathic effect, confirmation, Vero cells (AID 588727); inhibition, % at 20 µM; hits with a dose series show IC50 in µM; 350,000 tested, 0.13% active; Vero cells, VEEV TC-83 cytopathic effect inhibition; higher % means a stronger effect; in the data active = a potency from the dose series; inconclusive = inhibition mostly from about 14% at the one dose, without a potency; inactive = the rest, 99 in 100 with inhibition below about 12%; also: strong numbers were not always called active
# VEEV TC-83 Vero 10K pilot screen: further read-out of VEEV TC-83 Vero, marked with its call; inhibition, %; measured here: 10K pilot screen inhibition
# * = called active by the depositor; i = inactive; ? = inconclusive; · = not tested or not shown; & = joins results of further samples. Compounds were not picked by outcome. About 1.4% of those tested had a hit in this group.
SMILES,H37Rv inhibition,influenza NS1A,M. tuberculosis,Salmonella PhoP GFP,VEEV TC-83 Vero,others
CCOC(=O)c1ccc(OS(=O)(=O)c2ccccc2)c(OC)c1,7%,-9%,-1%,0%,i,
Cc1csc(SCC(=O)c2c(N)n(CC(C)C)c(=O)n(C)c2=O)n1,-9%,-10%,-4%,-2%,1.7%,
O=Cc1ccc(-n2cccn2)cc1,8%,-4%,21%,-5%,0.4%,
Cc1nnc(SCC(=O)Nc2ccc3c(c2)OCO3)[nH]c1=O,63%,-13%,17%,-1%,0.2%,
CN(CC(=O)NC(=O)NC1CCCCC1)CC(=O)Nc1ccc(OC(F)(F)F)cc1,9%,-7%,61%,·,0.8%,
Cc1occc1C(=O)NNC(=O)Cc1ccccc1,1%,4%,2%,-6%,0.7%,
CCOC(=O)c1ccccc1NC(=O)CSc1nnc(C(C)C)n1CC,-1%,28%,10%,1%,i,
Nc1nc(SCC(=O)O)[nH]c(=O)c1NC(=O)c1ccccc1F,-4%,-10%,3%,-9%,0.3%,
COc1ccccc1C(=O)O/N=C(/C)c1ccc(N2C(=O)C3CCCCC3C2=O)cc1 (configuration not stated),-2%,1%,10%,9%,0.4%,
O=S1(=O)N=CN(Cc2cccc(F)c2)c2ccccc21,5%,5%,4%,-1%,0.5%,
O=C(Nc1ccc2[nH]ccc2c1)c1ccccc1,-7%,12%,16%,6%,0.2%,
O=C(Cn1c(=O)sc2ccccc21)Nc1ccc(S(=O)(=O)N2CCCC2)cc1,3%,2%,20%,17%,0.1%,
CC(C)NC(=O)c1[nH]nc2c1CCc1ccccc1-2,0%,-14%,4%,13%,0.5%,
O=C(NCCN1CCN(C(=O)c2cccc(Br)c2)CC1)C(=O)NCc1ccccc1,-2%,-8%,-10%,-3%,0.9%,
Cc1ccccc1NC(=S)N=Nc1c(O)n(C)c2ccc(S(=O)(=O)N3CCOCC3)cc12,-5%,-7%,-43%,-1%,4.5%,
O=[N+]([O-])c1cc(C(F)(F)F)cc([N+](=O)[O-])c1NN=C1CCCCC1,?,29%,78%,-9%,1.1%,
C=CCNC(=O)CN1CCC(c2nc3ccccc3[nH]2)CC1,1%,1%,-4%,9%,0.4%,
COc1ccc(S(=O)(=O)N2CCOCC2)cc1NC(=O)CCNC(=O)c1ccc(Br)cc1,-6%,-5%,-1%,8%,1.8%,
COc1ccc(S(=O)(=O)NCc2cccnc2)cc1Br,1%,-3%,61%,-3%,0.1%,
COc1ccc(OC)c(C(=O)CN2C(=O)NC(C)(c3ccccc3)C2=O)c1 (configuration not stated),-4%,-1%,30%,-9%,7.0%,
O=C(CCCOc1ccc(Cl)cc1Cl)NNC(=O)c1ccc(NC(=O)c2ccccc2)cc1,0%,3%,-14%,-6%,1.7%,
CC(C)[C@@H](CO)NS(=O)(=O)c1ccc(Br)cc1F,·,-12%,·,·,2.7%,
CC(=O)c1ccc(OC(=O)C(CCS(C)(=O)=O)N2C(=O)c3ccccc3C2=O)cc1 (configuration not stated),-4%,-8%,-12%,6%,i,
CCc1cc(CNC(=O)c2ccc3nc(Cc4ccc(OC)c(OC)c4)oc3c2)on1,11%,5%,8%,-17%,5.5%,
CCc1ccc(N2C(=O)CN(Cc3cccs3)C2=S)cc1,39%,-5%,9%,-4%,1.3%,

# Four records picked at random from the list so far:
SMILES,H37Rv inhibition,influenza NS1A,M. tuberculosis,Salmonella PhoP GFP,VEEV TC-83 Vero,others
CC(C)[C@@H](CO)NS(=O)(=O)c1ccc(Br)cc1F,·,-12%,·,·,2.7%,
O=[N+]([O-])c1cc(C(F)(F)F)cc([N+](=O)[O-])c1NN=C1CCCCC1,?,29%,78%,-9%,1.1%,
CN(CC(=O)NC(=O)NC1CCCCC1)CC(=O)Nc1ccc(OC(F)(F)F)cc1,9%,-7%,61%,·,0.8%,
CCc1cc(CNC(=O)c2ccc3nc(Cc4ccc(OC)c(OC)c4)oc3c2)on1,11%,5%,8%,-17%,5.5%,

# Grouped by structure, those above with a CF3 group (2)
SMILES,H37Rv inhibition,influenza NS1A,M. tuberculosis,Salmonella PhoP GFP,VEEV TC-83 Vero,others
CN(CC(=O)NC(=O)NC1CCCCC1)CC(=O)Nc1ccc(OC(F)(F)F)cc1,9%,-7%,61%,·,0.8%,
O=[N+]([O-])c1cc(C(F)(F)F)cc([N+](=O)[O-])c1NN=C1CCCCC1,?,29%,78%,-9%,1.1%,

# The listing continues.
SMILES,H37Rv inhibition,influenza NS1A,M. tuberculosis,Salmonella PhoP GFP,VEEV TC-83 Vero,others
Cc1ccsc1/C=N/NC(=O)CO,-4%,3%,3%,-1%,0.0%,
C/C=C/C(=O)OCC(=O)Nc1nc2ccc(C)cc2s1,-1%,-13%,-1%,-6%,0.9%,
Cc1c(NC(=O)c2cc3c(s2)CCCC3)c(=O)n(-c2ccccc2)n1C,1%,-8%,-22%,5%,i,
CN1C(=O)CC(C(=O)O)SC1=Nc1cc(Cl)cc(Cl)c1 (configuration not stated),-3%,20%,-8%,-10%,0.2%,
COc1ccc(OCCCC(=O)Nc2cccnc2)cc1,3%,-3%,50%,-2%,0.4%,
CCc1ccc(-n2c(=O)c3c(C)c(C)sc3n(CC(=O)NCC3CCCO3)c2=O)cc1 (configuration not stated),-3%,15%,7%,0%,1.4%,
O=C(CCNS(=O)(=O)c1ccccc1)NNC(=O)c1cccc(Cl)c1,1%,-1%,-3%,·,0.8%,
CC(=O)N1c2ccc3ccccc3c2C2C=CCC2C1c1ccc(Br)cc1 (configuration not stated),1%,·,31%,-11%,·,
Cc1nc(N2CCN(C(=O)c3ccco3)CC2)c(C#N)c2c1CCCC2,13%,-7%,1%,-4%,0.4%,
Cc1c(NC(=O)c2c(N)n(-c3ccccc3)c3nc4ccccc4nc23)c(=O)n(-c2ccccc2)n1C,-1%,·,-6%,-6%,·,
CCn1c(CNC(=O)c2ccco2)nnc1SCC(=O)Nc1cc(F)ccc1C,8%,-2%,-13%,15%,1.5%,
COc1cccc(N2CCN(C(=O)C3CCN(S(=O)(=O)c4ccc5c(c4)oc(=O)n5C)CC3)CC2)c1,0%,4%,22%,9%,3.3%,
Cc1cccc([C@@H]2[C@@H]3C(=O)N(Cc4ccccc4)C(=O)[C@@H]3[C@]3(Cc4ccc(Cl)cc4)C(=O)N(c4ccc(Br)cc4)C(=O)N23)c1,1%,-10%,4%,-4%,i,
CC(C)C[C@H](NC(=O)Nc1cccc(C(F)(F)F)c1)C(=O)O,-5%,-3%,-6%,-8%,2.6%,
O=C(Cc1ccccc1)N/N=C/c1ccccc1OCc1ccc(Cl)cc1,0%,1%,5%,-5%,i,
CCOC(=O)c1sc2ncnc(NCC(c3cccs3)N(C)C)c2c1C (configuration not stated),35µM*,-2%,74%,6%,i,
CCOC(=O)C1(C(=O)OCC)NC(=O)CC1C (configuration not stated),·,1%,·,·,0.6%,
COc1ccc(OCC(=O)Nc2cc(-c3nn(C)c(=O)c4ccccc34)ccc2OC)cc1,2%,6%,3%,-1%,8.8%,
CN(C)S(=O)(=O)N(CC(=O)Nc1ccc2ccccc2c1)c1ccccc1,2%,-25%,-16%,6%,5.3%,
CSc1ncc(Cl)c(C(=O)NCc2ccc3c(c2)OCO3)n1,3%,-7%,6%,-2%,1.9%,
CN(CC(=O)Nc1c(Cl)cccc1Cl)C(=O)c1cc(S(=O)(=O)N(C)C)ccc1N1CCCC1,0%,-11%,26%,4%,3.2%,
COc1cccc(NC(=S)N(CCCN2CCC(C)CC2)Cc2cccs2)c1,-7%,1%,12%,6%,1.0%,
COc1cc(OC)c(OC)cc1/C=N/NC(=O)CSc1ccccc1F,5%,0%,-5%,5%,0.8%,
O=C(CSC1=NCCN1)NC12CC3CC(CC(C3)C1)C2,2%,-8%,3%,10%,2.4%,
CCOC(=O)N1CCN(C(=O)C(C)NC(=O)c2ccco2)CC1 (configuration not stated),6%,3%,-15%,7%,1.2%,

# Next part.
SMILES,H37Rv inhibition,influenza NS1A,M. tuberculosis,Salmonella PhoP GFP,VEEV TC-83 Vero,others
Cc1ccc(CC2C(=O)N(c3cc(Cl)ccn3)C(=O)C2C)cc1 (configuration not stated),11%,-3%,7%,5%,1.1%,
CCC(CC)C(=O)Nc1c2c(nn1-c1ccc(C)cc1)CS(=O)(=O)C2,2%,-2%,-3%,6%,i,
O=c1cccc(-c2ccc(Br)cc2)o1,-10%,-5%,-1%,-8%,11%,
CC(C)COC(=O)CCNc1n[nH]c(=O)[nH]c1=O,-4%,1%,14%,18%,i,
CC(C)(C)c1nnc(NC(=O)CCS(=O)(=O)Cc2ccccc2)s1,-9%,6%,?,-13%,0.8%,
Cc1cc(S(=O)(=O)Nc2ccc(F)cc2)c(C)s1,0%,-15%,2%,1%,i,
CCCC(CCC)C(=O)OC1C[C@H]2CC[C@@H](C1)[N+]2(C)C (some centres not stated),-2%,-2%,-7%,-1%&-4%,i,
CCCCC(=O)Nc1cc2nn(-c3ccc(OC)cc3)nc2cc1C,2%,-2%,-9%,3%,0.3%,
CC(C)c1nc(SCC(=O)N2CCCc3ccccc32)c2c(=O)n(C)c(=O)n(C)c2n1,-3%,0%,2%,-7%,12%,VEEV TC-83 Vero 10K pilot screen=5.6
COc1ccc(CN2CCN(CCC(C)C)C(CCO)C2)cc1Cn1cncn1 (configuration not stated),-5%,-1%,-6%,-2%,i,
COC(=O)C1=C(C)NC(=O)/C1=C\c1ccco1,1%,9%,0%,-24%,2.8%,
COc1ccc(C(CNC(=O)c2oc3ccc(Cl)cc3c2C)N2CCCCC2)cc1 (configuration not stated),?,8%,?,7%,1.6%,
O=C(NC(=S)N1CCCC1)c1ccc(Cl)cc1Cl,45%,-9%,?,-5%,0.6%,
Cc1cccc(C2NC(c3cccc(C)c3)C(C)C(=O)C2C)c1 (configuration not stated),16%,7%,30%,3%,0.2%,
CC(C)CC1Nc2ncnc(N3CCOCC3)c2N(Cc2ccc(Br)cc2)C1=O (configuration not stated),-2%,-3%,14%,-5%,0.3%,
COc1ccc2c(c1)c(C(=O)CN1CCN(C(=O)c3ccco3)CC1)c(C)n2C,-5%,-55%,-13%,-8%,i,VEEV TC-83 Vero 10K pilot screen=0.1
Cn1c(=O)c2c(SCC(=O)NCC3CCCO3)nc(-c3ccccc3Cl)nc2n(C)c1=O (configuration not stated),-2%,-3%,2%,-8%,7.6%,
NC(=O)C1C2C=CC(C2)C1c1ccccc1 (configuration not stated),·,-18%,·,·,2.2%,
COc1ccc(CCNC(=O)C2CCN(S(C)(=O)=O)CC2)cc1,-10%,-3%,-2%,3%,1.0%,
CCCN(C(=O)CSc1cc(-c2ccccc2)c2ccc(OC)cc2n1)C1CCS(=O)(=O)C1 (configuration not stated),3%,-4%,-20%,-4%,6.4%,
O=C(CSc1ccccc1)N1CCC2(CC1)OCCO2,-2%,-2%,34%,-8%,1.4%,
Cc1ccc(C(=O)NCc2ccc3c(c2)OCO3)cc1C,1%,0%,33%,-2%,0.8%,
O=C(Nc1ccc([N+](=O)[O-])cn1)c1cccnc1,-8%,-2%,-11%,13%,3.1%,
Cc1cc(S(=O)(=O)N2CCCCC2CCNC(=O)C(=O)NCc2cccnc2)ccc1F (configuration not stated),-3%,-5%,-1%,0%,0.1%,
Cc1ccc(C(C(=O)NC(C)(C)C)N(CCCN2CCOCC2)C(=O)c2ccc(-c3ccccc3)[nH]2)o1 (configuration not stated),7%,-3%,21%,6%,1.0%,

# (listing goes on)
SMILES,H37Rv inhibition,influenza NS1A,M. tuberculosis,Salmonella PhoP GFP,VEEV TC-83 Vero,others
CCOc1ccccc1C(=O)OCC(=O)NCCc1ccc(OC)cc1,5%,-19%,32%,·,1.4%,
O=C(CCC(=O)OCC(=O)c1ccc(Cl)cc1)NC1CCCCC1,2%,0%,58%,-14%,1.4%,
COc1ccc(-n2c(SCC(=O)Nc3ccc(NC(C)=O)cc3)nc3ccccc3c2=O)cc1,5%,17%,-25%,15%,0.4%,
CCOC(=O)c1c(/N=C/C2=C(O)CC(C)(C)CC2=O)sc(C(C)=O)c1C,4%,-3%,-11%,-8%,i,
CO/N=C\CC(=O)Nc1ccc(Cl)c(Cl)c1,?,-11%,69%,3%,6.6%,
Cc1nc2ccc(NC(=O)NCCO)cc2s1,2%,-5%,2%,-4%,0.0%,

# Structures listed so far with a nitro group on carbon, in the order listed:
SMILES,H37Rv inhibition,influenza NS1A,M. tuberculosis,Salmonella PhoP GFP,VEEV TC-83 Vero,others
O=[N+]([O-])c1cc(C(F)(F)F)cc([N+](=O)[O-])c1NN=C1CCCCC1,?,29%,78%,-9%,1.1%,
O=C(Nc1ccc([N+](=O)[O-])cn1)c1cccnc1,-8%,-2%,-11%,13%,3.1%,

# Assay outcomes from PubChem.
